# Assay outcomes as filed in PubChem.
# CHX counter: counter-screen hit for Shiga toxin inhibitors, cycloheximide; max response, %; actives 12% (n = 300,000); cell reporter, cycloheximide protein synthesis inhibition counterscreen; AID 2314; in the data active = max response mostly above about 13%, no sharp cut-off; inactive = mostly below about 14%; note: read at 38.3 µM for the half of the compounds with a filed dose; 0% is about no effect
# AmpC inh no detg: inhibitors of E. coli AmpC beta-lactamase without detergent; P00811; AmpC nitrocefin hydrolysis, absorbance 480 nm, 0.0001% Triton; Potency, µM (titrated, usually from 57.1 µM), for the others: top-dose activity change, negative = inhibition, most hits filed as inhibitors; actives 0.52% (n = 330,000); AID 485341;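 note: potency is the fitted concentration of half-maximal effect; plate controls were no compound for no effect and no enzyme for full effect; nearly all actives have a fitted effect of over 20% in size; some results filed as inactive show a strong effect at the top dose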
# Target sequence (P00811 whole entry, looked up): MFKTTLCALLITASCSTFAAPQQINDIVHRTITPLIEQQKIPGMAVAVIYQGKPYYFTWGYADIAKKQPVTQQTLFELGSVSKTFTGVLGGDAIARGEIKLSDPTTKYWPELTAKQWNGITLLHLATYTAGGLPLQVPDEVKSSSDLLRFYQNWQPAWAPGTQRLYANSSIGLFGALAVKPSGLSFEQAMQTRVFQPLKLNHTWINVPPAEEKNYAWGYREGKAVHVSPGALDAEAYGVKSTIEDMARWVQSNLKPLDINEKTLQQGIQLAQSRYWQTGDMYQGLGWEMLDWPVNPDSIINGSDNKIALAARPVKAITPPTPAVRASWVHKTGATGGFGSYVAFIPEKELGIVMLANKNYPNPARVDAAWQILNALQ
#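 AmpC (5.3 nM in the dispensed reagent) in 20 mM phosphate pH 7.0 with 0.01% (detergent screen) or 0.0001% Triton X-100 was preincubated with compounds for 15 min at room temperature. Nitrocefin was then added from an 800 uM solution, and hydrolysis was followed at 480 nm.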
# Pf growth 96h: P. falciparum growth inhibition at 96 hour, primary screen for plastid delayed-death inhibitors; P. falciparum luciferase reporter growth, 96 h; Potency, µM (top dose mostly 28.7 µM), for the others: top-dose activity change, negative = inhibition, usual class: inhibitors; actives 6.9% (n = 320,000); note: potency is the fitted concentration of half-maximal effect; % is set by controls: 0 for no effect and ±100 for the full control effect
#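 Delayed-death screen, second-generation endpoint: infected erythrocytes, 2% hematocrit, 0.05% parasitemia final; 96 hours at 37 C, 5% CO2; luciferase detection reagent; luminescence decrease equals reduced growth.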
# LmPK inh: LmPK (Leishmania mexicana) enzyme inhibition; Q27686; purified LmPK, Kinase-Glo ATP luminescence, 1 h; Potency, µM (titrated, usually from 57.5 µM), for the others: at the top dose activity change, negative = inhibition, most hits filed as inhibitors; actives 0.37% (n = 290,000); AID 1721; note: potency is the fitted concentration of half-maximal effect; % is set by controls: 0 for no effect and ±100 for the full control effect
# Target sequence (Q27686 whole entry, looked up): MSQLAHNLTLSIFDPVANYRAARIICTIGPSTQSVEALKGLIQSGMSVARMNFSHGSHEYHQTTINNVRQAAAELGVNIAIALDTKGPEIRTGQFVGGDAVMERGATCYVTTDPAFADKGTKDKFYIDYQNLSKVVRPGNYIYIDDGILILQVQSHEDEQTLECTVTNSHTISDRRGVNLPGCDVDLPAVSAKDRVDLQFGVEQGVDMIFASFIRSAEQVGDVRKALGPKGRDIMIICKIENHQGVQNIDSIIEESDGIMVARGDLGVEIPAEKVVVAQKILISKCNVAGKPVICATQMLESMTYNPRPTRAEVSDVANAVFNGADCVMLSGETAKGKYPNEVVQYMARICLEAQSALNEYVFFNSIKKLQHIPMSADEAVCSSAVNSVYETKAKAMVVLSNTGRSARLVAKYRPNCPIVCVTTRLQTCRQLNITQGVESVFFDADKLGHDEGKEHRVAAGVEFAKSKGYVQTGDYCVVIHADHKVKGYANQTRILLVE
#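 Pyruvate kinase activity monitored as ATP production (luciferase luminescence). Conditions: 0.1 nM enzyme, 0.5 mM PEP, 0.1 mM ADP, 1 h, RT; normalized against uninhibited and no-enzyme wells.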
# Shiga toxin inh: blocks Shiga toxin action in Vero cells; Vero cells, Shiga toxin protein synthesis inhibition reporter; inhibition, % at 38.7 µM; actives 9.2% (n = 290,000); in the data active = inhibition mostly above about 28%, no sharp cut-off; inactive = mostly below about 43%; note: 0% is about no effect
# TbPYK inhibitor: blocks Trypanosoma brucei pyruvate kinase; Potency, µM (top dose mostly 76.8 µM), for inactives: at the highest dose activity, negative = inhibition, actives largely listed as inhibitors; Q57TT1; AID 624173; TbPYK enzyme, Kinase-Glo Plus ATP luminescence, 45 min; actives 0.12% (n = 410,000); note: potency is the fitted concentration of half-maximal effect; % is set by controls: 0 for no effect and ±100 for the full control effect; nearly all actives have a fitted effect of over 50% in size
#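 T. brucei PYK with substrate was exposed to pin-transferred compounds across a concentration series, then started with 130 uM ADP (final). After 45 min at room temperature, Kinase-Glo Plus luminescence was read, normalized and curve-fitted.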
# Pf growth 48h: P. falciparum growth inhibition at 48 hours (one generation); actives 5.9% (n = 310,000); P. falciparum luciferase growth in erythrocytes, 48 h; AID 504832; Potency, µM (highest dose often 28.7 µM), for inactives: top-dose activity change, negative = inhibition, most hits filed as inhibitors; note: potency is the fitted concentration of half-maximal effect; % is set by controls: 0 for no effect and ±100 for the full control effect
#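 Firefly luciferase activity from engineered P. falciparum reports growth; inhibitors lower the luminescent signal. Cultures contained 2% hematocrit erythrocytes at 0.1% final parasitemia.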
# * marks the source's active call; other numbers are inactive results; ? = inconclusive; / = no result given; & = joins results of further samples; [ ] = another dose, or the depositor's remark. Unless noted, calls come from the whole dose curve; as a rule, active = well fitted curve in the direction sought with a large enough effect; inconclusive = small, poorly fitted or top-dose-only effect, or another doubt; inactive = no such curve, though single readings can be large; an effect the other way counts as inactive or inconclusive.
SMILES,CHX counter,AmpC inh no detg,Pf growth 96h,LmPK inh,Shiga toxin inh,TbPYK inhibitor,Pf growth 48h
CCC(CC)C(=O)c1c[nH]c(C(=O)N2CCN(c3ccc(OC)cc3)CC2)c1,7,-2%,-28%,-3%,-4,-5%,?
CC(C)=CCc1c(O)cc2c(c1O)C(=O)CC(c1ccc(O)cc1)O2 (stereo not drawn),23*,?,22%,5%,29,-9%,-8%
COc1ccc(C(=O)COC(=O)CNC(=O)c2cccc(OC(F)F)c2)cc1,9,-22%,11%,5%,21,-1%,31%[activator]
O=C(NCc1ccco1)C(c1cccs1)N(C(=O)C1COc2ccccc2O1)c1cccc(O)c1 (stereo not drawn),12,-17%,?,-3%,16,2%,10µM*
CN(Cc1c(C(=O)N/N=C/c2cccs2)nnn1-c1nonc1N)c1ccccc1,-5,-33%,9%,8%,-2,3%,-7%
CCc1ccc(/C=C/c2c([N+](=O)[O-])c(=O)n(C)c(=O)n2C)cc1,12,-3%,38%[activator],3%,-3,1%,2.3µM*
O=C(CNS(=O)(=O)c1ccccc1Br)OCC(=O)N1CCc2ccccc21,-4,-12%,-18%,2%,-15,0%,/
CCC(=O)N1CCc2cc(S(=O)(=O)Nc3ccccc3C)ccc21,11,-14%,0.93µM*,0%,28,-1%,2%
Cc1ccc(N2CCN(c3cc(C)nc4c5c(C)cc(C)nc5nn34)CC2)cc1,-3,-10%,/,0%,9,/,22%
COc1ccc(NC(=O)CSc2ccc3c4c(cccc24)C(=O)c2ccccc2-3)cc1,-2,-19%,?,-1%,-7,0%,?
CCCCOC(=O)Nc1ccc(S(=O)(=O)Nc2ccc([N+](=O)[O-])cc2)cc1,5,-26%,48%[activator],-2%,20,0%,6%
CC1CCN(CCCn2c(=S)[nH]c3ccc(N4CCOCC4)cc3c2=O)CC1,-5,-7%,6%,1%,-12,12%,25%
CCCCC1(C)NC(=S)N2N1C(=S)NC2(C)CCCC (stereo not drawn),1,-7%,0%,3%,19,?,?
CCOc1ccccc1OCC(=O)Oc1ccc(C)c(C)c1,-1,-13%,12%,0%,-3,3%,30%
CCOc1ccc(-c2cc(C(=O)OC)nc3c2c(=O)n(C)c(=O)n3C)cc1,-1,-6%,14%,0%,5,-6%,12%
Cc1ccc(NC(=O)CN2CCC(C(=O)c3ccc4c(c3)OCCO4)CC2)cc1,25,31%,14%,9%,-8,5%,/
O=C(Nc1ccccc1C(=O)Nc1ccncc1)c1ccccc1,-3,-43%,?,4%,-1,-2%,?
Cc1cccc(C)c1Nc1c(-c2ccccn2)nc2ccccn12,-3,35%,-11%,-1%,-13,-4%,?
COc1cc(CCC(=O)NNC(=O)c2ccc(Cl)cc2)cc(OC)c1OC,-2,-7%,-2%,2%,-6,-4%,4%[0.00184 µM]
Cc1c(C)n(C(=O)CSc2nc3ccccc3[nH]2)c2ccccc12,-5,-29%,-10%,16%,-2,-2%,/

# Some of these compounds in order of formula weight, low to high.
SMILES,CHX counter,AmpC inh no detg,Pf growth 96h,LmPK inh,Shiga toxin inh,TbPYK inhibitor,Pf growth 48h
CCc1ccc(/C=C/c2c([N+](=O)[O-])c(=O)n(C)c(=O)n2C)cc1,12,-3%,38%[activator],3%,-3,1%,2.3µM*
O=C(Nc1ccccc1C(=O)Nc1ccncc1)c1ccccc1,-3,-43%,?,4%,-1,-2%,?
CCOc1ccc(-c2cc(C(=O)OC)nc3c2c(=O)n(C)c(=O)n3C)cc1,-1,-6%,14%,0%,5,-6%,12%
Cc1ccc(NC(=O)CN2CCC(C(=O)c3ccc4c(c3)OCCO4)CC2)cc1,25,31%,14%,9%,-8,5%,/

# (list continues)
SMILES,CHX counter,AmpC inh no detg,Pf growth 96h,LmPK inh,Shiga toxin inh,TbPYK inhibitor,Pf growth 48h
O=C(O)C1C2CCC(O2)C1C(=O)Nc1cccc(Cl)c1 (stereo not drawn),2,-20%,2%,2%,-4,-3%,-4%
CCCCN1CCNC[C@@H]1Cc1ccc(O)cc1,/,-9%,37%[activator],/,/,-4%,?
O=S(=O)(Nc1ccc(-n2cnnn2)cc1)c1ccc(F)c(F)c1F,-2,-15%,6%,-6%,-9,5%,3%
COc1ccc(/C=C2/C(=O)N(c3c(F)c(F)c(F)c(F)c3F)N=C2C)cc1,20*,-37%,?,-4%,/,-17%,7%
COc1cccc(CC(=O)Nc2ccccc2C(=O)N2CCOCC2)c1,-3,-17%,?,0%,-3,4%,17%
O=C(O)C1C2CC2CN1C(=O)c1ccc(Cl)cc1Cl (stereo not drawn),-3,-4%,36%[activator],0%,3,3%,12%
COc1cc(NC(=S)NCCCN(C)C)c(OC)cc1NC(=O)c1ccco1,-4,-3%,23%,-1%,-16,2%,-2%
CCOC(=O)C1=C(O)CSC1=Nc1ccc(C)cc1,4,1%,2%,5%,14,1%,?
COc1cccc(NC(=O)CC2(CC(=O)O)CCCC2)c1,-3,-12%,/,-6%,-14,11%,-4%
COc1cccc(N2C(=O)[C@H]3C(C(=O)c4cnccn4)=NN[C@H]3C2=O)c1,4,-27%,33%[activator],1%,-6,-3%,3%
O=C(O)CCCC(=O)NCc1c(Cl)cccc1Sc1ccc(Cl)cc1,3,-26%,128%[activator],3%,-19,-3%,20%
CCOC(=O)C1=C(C)NC(=O)NC1c1ccc(N(C)C)cc1 (stereo not drawn),-3,-9%,5%,3%,-6,1%,7%
CC1CCN(S(=O)(=O)c2cccc(C(=O)NC3CCCCC3)c2)CC1,4,-2%,185%[activator],2%,1,-24%,?
CCc1cccc(NS(=O)(=O)c2c(C)[nH]c(=O)[nH]c2=O)c1,6,-15%,5%,1%,6,2%&-5%,26%
O=C(Cc1ccc(Cl)cc1)NC1CCCN(Cc2ccccc2F)C1 (stereo not drawn),-1,32%,69%[activator],-1%,-6,-5%,9%
Cc1nn(CC(=O)NC(C)c2ccccc2)c(C)c1[N+](=O)[O-] (stereo not drawn),-3,-11%,?,-6%,16,2%,8%
CCOc1cc(C(=O)NC(C)COC)cc(OCC)c1OCC (stereo not drawn),-2,-2%,-17%,3%,2,-2%,15%
COc1cccc(CNC(=O)c2ccc(NC(=O)C3=CSCCO3)cc2)c1,22*,-34%,-28%,-2%,116*,0%,13%
COCCNC(=O)COc1ccc(Oc2ccccc2)cc1,3,63%[activator],?,-4%,28,-8%,5%
COc1cccc2c1OCC/C2=N\NC(=O)COc1ccc(C)cc1,16,35%,?,1%,24*,-10%,22%
CCN1CCCC(NC(=O)c2cc([N+](=O)[O-])ccc2OC)C1 (stereo not drawn),-3,-16%,29%,0%,13,0%,2%
Cc1cccc2[nH]c3c(=O)n(CCN4CCNCC4)cnc3c12,4,-11%,-5%,6%,-13,-14%,16%
Cc1cccnc1-n1c(CN2C(=O)c3ccccc3C2=O)nc2ccccc2c1=O,1,-2%,/,1%,39,0%,32%[activator]
O=C(CSc1ccc2ccccc2c1)Nc1ccc(S(=O)(=O)Nc2nccs2)cc1,-3,-35%,-5%,1%,-3,2%,4%
Cc1ccc(C(=O)N2CCN(c3ncccn3)CC2)cc1,-3,1%,18%,3%,-2,-4%,13%
Cc1ccc(-c2[nH]ncc2/C=N/n2c(COc3ccccc3C)nc3ccccc3c2=O)cc1,7,8.9µM*,?,4%,20,-17%,?
Cn1c(=O)c2c(ncn2CC(=O)Nc2ccccc2Sc2ccccc2)n(C)c1=O,-2,52%,/,1%,-14,-9%,-6%
Cc1c(NC(=O)C2CCCCC2)cc(C(=O)N2CCOCC2)cc1[N+](=O)[O-],-2,-9%,?,2%,13,-4%,14%
CSCCC(NC(=O)c1ccccc1Br)C(=O)NCC(C)(C)N1CCOCC1 (stereo not drawn),/,2%,-13%,/,/,1%,-22%
COc1ccc(C(=O)COC(=O)c2cccnc2Cl)c(OC)c1,38*,-27%,-25%,-3%,72*,-2%,131%[activator]
CCNc1nc(NCC)n2c(SC(C(=O)Nc3cc(C)ccc3OC)c3ccccc3)nnc2n1 (stereo not drawn),-1,199%[activator],?,1%,-15,0%,?
CC1(C)Cc2c(c(-c3ccco3)nc3sc4c(NCC5CCCO5)ncnc4c23)CO1 (stereo not drawn),-5,1%,?,1%,-14,?,-2%
O=C(NC1CCCCC1)c1ccc(S(=O)(=O)N2CCCC2)cc1,-2,-19%,?,3%,-7,2%,-20%
Cn1ccs/c1=N\S(=O)(=O)c1ccc(C(C)(C)C)cc1,-2,-16%,/,-3%,5,-1%,-11%
CC(C)N(CC#CCC(O)(c1ccccc1)c1ccccc1)C(C)C,-5,-9%,-2%,-5%,-10,-4%,?
O=C(C[n+]1cc(Br)cc2ccccc21)c1ccc(Br)cc1,1,-38%,?,0%,-17,4%,-16%
CCOc1ccc(CCNS(=O)(=O)c2ccc3c(c2)oc(=O)n3C)cc1OCC,5,6%,13µM*,1%,-7,-1%,-3%
O=C(N[C@@H](Cc1ccccc1)c1nc2ccccc2[nH]1)c1cc([N+](=O)[O-])ccc1Cl,-1,?,?,-2%,10,7%,15µM*
COc1ccc(C(=O)NNC(=O)CCC(=O)Nc2cc(C)on2)cc1,-1,-6%,17%,0%,-1,-11%,12%
Cc1ccc(C)c(-n2nnnc2Sc2nc([N+](=O)[O-])nn2C)c1,-4,-2%,42%[activator],-3%,-5,-8%,?

# Look-ups from the list.
# TbPYK inhibitor result of Cn1c(=O)c2c(ncn2CC(=O)Nc2ccccc2Sc2ccccc2)n(C)c1=O : -9%
# Shiga toxin inh result of COc1ccc(C(=O)NNC(=O)CCC(=O)Nc2cc(C)on2)cc1 : -1

# 2 entries drawn at random from the list so far:
SMILES,CHX counter,AmpC inh no detg,Pf growth 96h,LmPK inh,Shiga toxin inh,TbPYK inhibitor,Pf growth 48h
CCCCOC(=O)Nc1ccc(S(=O)(=O)Nc2ccc([N+](=O)[O-])cc2)cc1,5,-26%,48%[activator],-2%,20,0%,6%
O=C(C[n+]1cc(Br)cc2ccccc21)c1ccc(Br)cc1,1,-38%,?,0%,-17,4%,-16%

# Next section.
SMILES,CHX counter,AmpC inh no detg,Pf growth 96h,LmPK inh,Shiga toxin inh,TbPYK inhibitor,Pf growth 48h
O=C(OCC(=O)N1CCN(c2ccccc2)CC1)c1ccc2ncsc2c1,1,6%,12µM*,9%,3,2%,/
COc1cccc(CN(C)C(=O)C(Cc2ccccc2)NC(=O)c2ccccc2)c1OC (stereo not drawn),/,18%,?,/,/,-2%,?
CC1CN(C2CCN(C(=O)COc3ccc(Cl)cc3)CC2)CC(C)O1 (stereo not drawn),-3,25%,?,5%,6,3%,/
CCC(C)NS(=O)(=O)c1ccc(NC(=O)c2ccc([N+](=O)[O-])cc2Cl)cc1 (stereo not drawn),8,-13%,?,-9%,10,-5%,-7%
Clc1ccc(CN2CC[C@H]3C=CCc4cccc(c43)C2)cc1,/,-14%,1.9µM*,/,/,-3%,3.7µM*
COC(=O)c1ccc(COC(=O)CCNS(=O)(=O)c2ccc(C)c(C)c2)cc1,/,-10%,11%,/,/,0%,-10%
CC1(C(O)(C#CC[N+]2(C)CCCCC2)c2ccccc2)CCCC1 (stereo not drawn),-1,41%,71%[activator],-10%,-27,-7%,?
Cc1ccc(C(c2nnnn2CCc2ccccc2)N2CCC(C)CC2)cc1 (stereo not drawn),15*,15%,1%,3%,21,3%,7.4µM*

# Outcome played no part in choosing rows, and some 22% of all compounds hit somewhere here.
